Keap1-Nrf2 PPI – inhibitors of human Keap1-Nrf2 protein-protein interaction; actives 0.15% (n = 340,000); inhibition, % at 9.4 µM; AID 504523; Q14145; Keap1 Kelch-Nrf2 peptide fluorescence polarization, 1536-well; in the data active = inhibition above about 12%;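 note: human Keap1 Kelch domain with fluorescein labeled Nrf2 9mer peptide probe; 0% = neutral control wells and 100% = peptide positive control; higher means more block of Keap1 binding to Nrf2 peptide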
SR-BI DiI-HDL act – activators of SR-BI mediated HDL lipid uptake; CHO ldlA[mSR-BI] cells, DiI-HDL uptake fluorescence, 3 h; 100 = double the neutral-control signal; activation, % at 12.5 µM; actives 0.096% (n = 320,000); AID 504775;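 active = mean replicate activation of at least 60% and every replicate at or above 60%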;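 note: 0% = median plate neutral-control signal and 100% = twice that signal; values of inactives mirror those of a sister screen read the other way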
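material = CHO ldlA[mSR-BI] cells | medium = Ham's F12 with 0.5% BSA, HEPES 25 mM, pH 7.4 | reagent = fluorescent DiI-HDL, 10 µg/mL final | compound dosing = single-point compound dose | incubation = 3 h, 37 °C | measured by = bottom-read fluorescence, 550/595 nm | measure = HDL uptake via cellular fluorescence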
C-LANA FP – KSHV C-LANA DNA binding inhibition; MBP-C-LANA/FAM-LBS DNA binding, fluorescence polarization; actives 0.078% (n = 340,000); inhibition, % at 9 µM; AID 504423;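 active = highest replicate inhibition at or above 60% at 9 µM, even if other replicates fall short; inactive = all replicates below 60% inhibition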;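 note: 0% = neutral control wells and 100% = 4 µM acridine orange control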
Rtt109 HAT inh – inhibitors of Candida albicans Rtt109/Vps75 histone acetyltransferase | Q5AAJ8 | inhibition, % at 34.9 µM | AID 540336 | purified Rtt109/Vps75, ThioGlo CoA-SH fluorescence, 4 h | actives 0.16% (n = 330,000);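 active = inhibition of at least 50% in every replicate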
Target sequence (Q5AAJ8 whole entry, looked up): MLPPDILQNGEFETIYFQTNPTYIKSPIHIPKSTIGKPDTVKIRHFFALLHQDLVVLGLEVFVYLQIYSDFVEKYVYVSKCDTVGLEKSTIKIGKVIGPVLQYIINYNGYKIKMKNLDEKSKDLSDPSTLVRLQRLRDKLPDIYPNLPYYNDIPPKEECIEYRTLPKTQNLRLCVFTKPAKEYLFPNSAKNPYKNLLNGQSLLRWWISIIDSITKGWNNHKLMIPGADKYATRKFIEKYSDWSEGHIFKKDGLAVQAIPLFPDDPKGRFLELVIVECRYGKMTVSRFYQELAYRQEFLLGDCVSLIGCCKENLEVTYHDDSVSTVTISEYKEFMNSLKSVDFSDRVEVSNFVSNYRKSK
PKA-R2B act – activators of human PKA-R2B complex | activation, % at 11.4 µM | PKA-R2B holoenzyme dissociation, Cy5-IP20 fluorescence polarization; R2B truncated from residue 108, S112A mutant; 0% DMSO only, 100% 113 µM cGMP | P22694+P31323 | actives 0.079% (n = 340,000);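 active = activation above a cutoff set at the mean over all compounds plus 3 SD, cut at about 18% in these data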;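 note: higher means more holoenzyme dissociation and a rise in polarization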
CAL PDZ FP-1 – blocks peptide binding to the human CAL PDZ domain. actives 0.92% (n = 300,000). inhibition, % at 24.9 µM. Q9HD26. AID 602252. purified CAL PDZ, TMR-peptide fluorescence polarization, 1 h;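 active = mean inhibition of at least 30% with at least half of replicates also reaching 30%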;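 note: 0% = DMSO neutral control and 100% = excess unlabeled competitor peptide PRC23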
CAL PDZ FP-2 – blocks peptide binding to human CAL PDZ domain. AID 504414. inhibition, % at 20 µM. purified CAL PDZ, TMR-peptide fluorescence polarization, 1 h. actives 0.02% (n = 330,000);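 active = highest replicate inhibition of at least 40%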;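 note: plate controls were DMSO neutral control wells for no effect and unlabeled competitor peptide control wells for full effect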
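material = purified tagged CAL PDZ domain construct (CerCALP) | compound dosing = 20 µM, one dose | times = 1 h at RT | measured by = fluorescence polarization from S- and P-plane intensities, G-factor corrected | read-out = inhibition from polarization loss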
RTF Ca sens act – increases calcium sensitivity of human cardiac regulated thin filaments; P19429+P45379; IANBD-labeled TnC RTF fluorescence at EC20 calcium; 0% EC20 calcium, 100% full calcium; activation, % at 7.2 µM; actives 0.24% (n = 340,000); AID 493008;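 active = activation above the mean over all tested compounds plus 3 SD, cut at about 30% in these data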;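 note: rise in fluorescence read as greater calcium sensitivity of cardiac thin filaments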
DAGLB inhibitor – blocks human DAGLB lipase activity. Q8NCG7. HEK293T DAGLB membrane lysate, EnzChek fluorogenic substrate. inhibition, % at 5.17 µM. actives 0.059% (n = 340,000); in the data active = inhibition above about 34%;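 note: 0% = enzyme with vehicle and 100% = wells lacking enzyme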
Target sequence (Q8NCG7 whole entry, looked up): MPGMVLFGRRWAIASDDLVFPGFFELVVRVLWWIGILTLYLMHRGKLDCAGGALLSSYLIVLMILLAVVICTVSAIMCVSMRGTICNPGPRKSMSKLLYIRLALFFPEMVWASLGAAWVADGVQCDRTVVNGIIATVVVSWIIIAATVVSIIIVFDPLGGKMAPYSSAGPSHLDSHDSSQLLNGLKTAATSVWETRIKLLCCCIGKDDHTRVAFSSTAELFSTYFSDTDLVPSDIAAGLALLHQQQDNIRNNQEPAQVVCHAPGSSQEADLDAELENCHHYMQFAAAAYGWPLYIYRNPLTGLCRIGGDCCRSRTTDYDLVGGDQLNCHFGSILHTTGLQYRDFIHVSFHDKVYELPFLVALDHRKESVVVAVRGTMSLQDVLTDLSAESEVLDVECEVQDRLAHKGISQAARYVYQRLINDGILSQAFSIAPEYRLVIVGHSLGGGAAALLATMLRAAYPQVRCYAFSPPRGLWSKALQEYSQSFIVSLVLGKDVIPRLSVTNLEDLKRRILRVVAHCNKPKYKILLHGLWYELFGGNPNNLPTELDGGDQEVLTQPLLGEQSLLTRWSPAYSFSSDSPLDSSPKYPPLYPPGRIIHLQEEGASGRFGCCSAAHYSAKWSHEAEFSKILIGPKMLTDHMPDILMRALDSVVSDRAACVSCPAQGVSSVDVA
Cardiac RTF inh – cardiac RTF calcium desensitization. IANBD-labeled cardiac RTF, Ca2+ fluorescence. inhibition, % at 7.15 µM. actives 0.12% (n = 340,000). AID 493244;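 active = inhibition above the mean inhibition of all tested compounds plus 3 SD, cut at about 17% in these data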;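 note: assay run at fixed EC70 calcium of 1.6 mM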
* marks the source's active call; other numbers are inactive results. Not a hit list; overall some 1.6% were active at least once.

`CCC1=[N+](CC(=O)c2ccc(Br)cc2)CCn2c(C)ccc21` gave Keap1-Nrf2 PPI -3, SR-BI DiI-HDL act -17, C-LANA FP 2.1, Rtt109 HAT inh -20, PKA-R2B act 2, CAL PDZ FP-2 -0.8, RTF Ca sens act 5, DAGLB inhibitor 4 and Cardiac RTF inh -9.
CCn1c(COc2ccc(=O)n(-c3ccccc3)n2)nnc1SC was read as Keap1-Nrf2 PPI -2, SR-BI DiI-HDL act 16, C-LANA FP -3.4, Rtt109 HAT inh 3, PKA-R2B act -1, CAL PDZ FP-1 -8, CAL PDZ FP-2 -0.2, RTF Ca sens act 0, DAGLB inhibitor -2 and Cardiac RTF inh 1.
`COc1ccc(CN(C)C(=O)CC(c2ccccc2)c2ccccc2)cc1` gave Keap1-Nrf2 PPI -6, C-LANA FP -0.7, Rtt109 HAT inh 11, PKA-R2B act 0, CAL PDZ FP-1 1, CAL PDZ FP-2 -2.6, RTF Ca sens act 1, DAGLB inhibitor -8 and Cardiac RTF inh -1.
For COc1cc(/C=C/C(=O)OCC(=O)Nc2cc(C)on2)ccc1OCC#N the results were Keap1-Nrf2 PPI -7, SR-BI DiI-HDL act -14, C-LANA FP 0.5, Rtt109 HAT inh 3, PKA-R2B act 11, CAL PDZ FP-1 2, CAL PDZ FP-2 -4.2, RTF Ca sens act 6, DAGLB inhibitor 1 and Cardiac RTF inh -5.
For CSCCC(NS(=O)(=O)c1ccccc1F)C(=O)NCc1cccnc1 (centres undefined) the results were Keap1-Nrf2 PPI 3, SR-BI DiI-HDL act 12, C-LANA FP 0.7, Rtt109 HAT inh 3, PKA-R2B act -2, CAL PDZ FP-1 6, CAL PDZ FP-2 -2.0, RTF Ca sens act -2, DAGLB inhibitor 3 and Cardiac RTF inh -10.
Screening O=C(CSc1nnc(-c2cccnc2)s1)Nc1ccccc1 returned Keap1-Nrf2 PPI -3, SR-BI DiI-HDL act 22, C-LANA FP -3.9, Rtt109 HAT inh 1, PKA-R2B act -7, CAL PDZ FP-1 -3, CAL PDZ FP-2 -0.5, RTF Ca sens act -10, DAGLB inhibitor -3 and Cardiac RTF inh -5.
`Cc1cccc(N2CCN(c3ccc(C(N)=O)cc3[N+](=O)[O-])CC2)c1C` gave Keap1-Nrf2 PPI -2, SR-BI DiI-HDL act 9, C-LANA FP -0.2, Rtt109 HAT inh -4, PKA-R2B act 13, CAL PDZ FP-2 2.3, RTF Ca sens act -3, DAGLB inhibitor -4 and Cardiac RTF inh -8.
Screening COc1ccccc1C(=O)COC(=O)Cc1n[nH]c(=O)c2ccccc12 returned Keap1-Nrf2 PPI -3, SR-BI DiI-HDL act 30, C-LANA FP 0.4, Rtt109 HAT inh 1, PKA-R2B act -4, CAL PDZ FP-1 31*, CAL PDZ FP-2 -3.4, RTF Ca sens act 0, DAGLB inhibitor -2 and Cardiac RTF inh -22.
`O=C(c1cccnc1)N1CCN(Cc2ccc3c(c2)OCO3)CC1` gave Keap1-Nrf2 PPI 1, SR-BI DiI-HDL act -9, C-LANA FP 1.4, Rtt109 HAT inh 6, PKA-R2B act -9, CAL PDZ FP-1 -3, CAL PDZ FP-2 -1.8, RTF Ca sens act 0, DAGLB inhibitor 1 and Cardiac RTF inh -52.
For O=C(CSc1nccc(=O)[nH]1)NC1CCCC1 the results were Keap1-Nrf2 PPI 3, C-LANA FP 1.2, Rtt109 HAT inh -27, PKA-R2B act -2, CAL PDZ FP-1 6, CAL PDZ FP-2 -3.2, RTF Ca sens act 1, DAGLB inhibitor 1 and Cardiac RTF inh -17.
For CCc1ccc(NC(=O)C2=CC=CN3CCS(=O)(=O)N=C23)cc1 the results were Keap1-Nrf2 PPI 1, SR-BI DiI-HDL act 5, C-LANA FP -0.3, Rtt109 HAT inh -2, PKA-R2B act -13, CAL PDZ FP-1 -3, CAL PDZ FP-2 0.3, RTF Ca sens act 0, DAGLB inhibitor 1 and Cardiac RTF inh 4.
Cc1cc(C(F)(F)F)nc(NCc2ccc(F)cc2)n1 was read as Keap1-Nrf2 PPI 0, SR-BI DiI-HDL act -1, C-LANA FP 0.4, Rtt109 HAT inh 2, PKA-R2B act -4, CAL PDZ FP-1 -3, CAL PDZ FP-2 -1.9, RTF Ca sens act -2, DAGLB inhibitor -7 and Cardiac RTF inh -1.
Screening COC(=O)c1oc2ccc(Br)cc2c1NC(=O)CCCN1C(=O)c2ccccc2C1=O returned Keap1-Nrf2 PPI 0, SR-BI DiI-HDL act 14, C-LANA FP 0.6, Rtt109 HAT inh 1, PKA-R2B act 10, CAL PDZ FP-1 -3, CAL PDZ FP-2 -0.1, RTF Ca sens act -2, DAGLB inhibitor 1 and Cardiac RTF inh 3.
For COc1cccc(/C=N/NC(=O)c2ccoc2C)c1 the results were Keap1-Nrf2 PPI -5, SR-BI DiI-HDL act -1, C-LANA FP -0.4, Rtt109 HAT inh 1, PKA-R2B act 1, CAL PDZ FP-2 0.4, RTF Ca sens act -1, DAGLB inhibitor -1 and Cardiac RTF inh 0.
`CCn1c(=O)c(C(=O)CN2CCN(S(=O)(=O)c3ccc(C)cc3C)CC2)c(N)n(Cc2ccccc2)c1=O` gave Keap1-Nrf2 PPI -8, SR-BI DiI-HDL act 20, C-LANA FP 0.1, Rtt109 HAT inh 15, PKA-R2B act -2, CAL PDZ FP-2 -0.9, RTF Ca sens act -2, DAGLB inhibitor 0 and Cardiac RTF inh -6.

The last 2 entries of the section before lead into the next:
For COc1cccc(/C=N/NC(=O)c2ccoc2C)c1 the results were Keap1-Nrf2 PPI -5, SR-BI DiI-HDL act -1, C-LANA FP -0.4, Rtt109 HAT inh 1, PKA-R2B act 1, CAL PDZ FP-2 0.4, RTF Ca sens act -1, DAGLB inhibitor -1 and Cardiac RTF inh 0.
`CCn1c(=O)c(C(=O)CN2CCN(S(=O)(=O)c3ccc(C)cc3C)CC2)c(N)n(Cc2ccccc2)c1=O` gave Keap1-Nrf2 PPI -8, SR-BI DiI-HDL act 20, C-LANA FP 0.1, Rtt109 HAT inh 15, PKA-R2B act -2, CAL PDZ FP-2 -0.9, RTF Ca sens act -2, DAGLB inhibitor 0 and Cardiac RTF inh -6.
Screening CCC(Sc1nc2ncccc2[nH]1)C(=O)N1CCOCC1 (centres undefined) returned Keap1-Nrf2 PPI 4, SR-BI DiI-HDL act 15, C-LANA FP -1.0, Rtt109 HAT inh 2, PKA-R2B act 2, CAL PDZ FP-2 -0.3, RTF Ca sens act 5, DAGLB inhibitor 3 and Cardiac RTF inh -2.
Cc1cc(C)c(OC2(c3ccccc3)OC(=O)c3ccccc32)c(C)c1 (centres undefined) was read as Keap1-Nrf2 PPI 1, SR-BI DiI-HDL act 9, C-LANA FP 0.3, Rtt109 HAT inh 12, PKA-R2B act 4, CAL PDZ FP-2 -1.2, RTF Ca sens act -3, DAGLB inhibitor -13 and Cardiac RTF inh -7.
COc1ccccc1CNC(=O)c1ccc(Cl)c(NC2=NC3CS(=O)(=O)CC3S2)c1 (centres undefined) was read as Keap1-Nrf2 PPI -3, SR-BI DiI-HDL act -10, C-LANA FP -0.4, Rtt109 HAT inh -11, PKA-R2B act -4, CAL PDZ FP-2 0.3, RTF Ca sens act 0, DAGLB inhibitor -4 and Cardiac RTF inh 2.
O=C(NN=C1CCCC1)c1cc(-c2ccc(F)cc2)nc2ccccc12 was read as Keap1-Nrf2 PPI -2, SR-BI DiI-HDL act -39, C-LANA FP 0.1, Rtt109 HAT inh 2, PKA-R2B act -8, CAL PDZ FP-2 -0.4, RTF Ca sens act 4, DAGLB inhibitor -4 and Cardiac RTF inh -6.
CC1=C([N+](=O)[O-])C(c2ccc(Cl)cc2)NC(=O)N1 (centres undefined) was read as Keap1-Nrf2 PPI 1, SR-BI DiI-HDL act 9, C-LANA FP 4.9, Rtt109 HAT inh -1, PKA-R2B act 8, CAL PDZ FP-1 -2, RTF Ca sens act -1, DAGLB inhibitor -1 and Cardiac RTF inh 3.
Screening COc1ccc(NC(=O)C(NS(=O)(=O)c2cccs2)C(C)C)cc1Cl (centres undefined) returned Keap1-Nrf2 PPI -3, C-LANA FP 0.1, Rtt109 HAT inh -23, PKA-R2B act -9, CAL PDZ FP-1 -6, CAL PDZ FP-2 -0.7, RTF Ca sens act -5, DAGLB inhibitor 0 and Cardiac RTF inh -10.
For Cn1c(=O)oc2cc(S(=O)(=O)Nc3ccc4c(c3)OCCO4)ccc21 the results were Keap1-Nrf2 PPI -2, SR-BI DiI-HDL act 15, C-LANA FP -0.1, Rtt109 HAT inh -3, PKA-R2B act 9, CAL PDZ FP-1 -1, CAL PDZ FP-2 -0.5, RTF Ca sens act 7, DAGLB inhibitor 0 and Cardiac RTF inh -6.
For CC1CCN(C(=O)COC(=O)c2cc3ccccc3cc2O)CC1 the results were Keap1-Nrf2 PPI 0, SR-BI DiI-HDL act 32, C-LANA FP 0.4, Rtt109 HAT inh 1, PKA-R2B act -3, CAL PDZ FP-1 -4, CAL PDZ FP-2 -1.1, RTF Ca sens act -3, DAGLB inhibitor -4 and Cardiac RTF inh -8.
Cc1ccc(CNCc2ccco2)cc1 was read as Keap1-Nrf2 PPI -4, SR-BI DiI-HDL act 15, C-LANA FP -0.4, Rtt109 HAT inh 6, PKA-R2B act 6, CAL PDZ FP-1 -5, CAL PDZ FP-2 1.1, RTF Ca sens act -2, DAGLB inhibitor 0 and Cardiac RTF inh -10.
FC(F)(Cl)c1nnc2ccc(Cl)nn12 was read as Keap1-Nrf2 PPI -5, SR-BI DiI-HDL act 8, C-LANA FP -0.1, Rtt109 HAT inh -14, PKA-R2B act 2, CAL PDZ FP-2 0.3, RTF Ca sens act 7, DAGLB inhibitor 2 and Cardiac RTF inh 1.
Screening CCNC(=S)N(CCO)Cc1cc2cc3c(cc2[nH]c1=O)OCO3 returned Keap1-Nrf2 PPI 0, SR-BI DiI-HDL act 12, C-LANA FP -0.5, Rtt109 HAT inh -2, PKA-R2B act 0, CAL PDZ FP-1 -2, CAL PDZ FP-2 -0.8, RTF Ca sens act 15, DAGLB inhibitor -4 and Cardiac RTF inh -12.
`COc1ccc(/C=N/NC(=O)Cn2c(Cc3ccc(OC)c(OC)c3)nc3ccccc32)cc1` gave Keap1-Nrf2 PPI -1, SR-BI DiI-HDL act -62, C-LANA FP 0.6, Rtt109 HAT inh -3, PKA-R2B act -9, CAL PDZ FP-1 1, CAL PDZ FP-2 -1.8, RTF Ca sens act 22, DAGLB inhibitor 4 and Cardiac RTF inh 3.
For CCN(CC)CCN1C(=O)C(=O)/C(=C(/O)c2cnn(-c3ccccc3)c2C)C1c1cccnc1 (centres undefined) the results were Keap1-Nrf2 PPI 2, SR-BI DiI-HDL act -1, C-LANA FP 0.4, Rtt109 HAT inh -2, PKA-R2B act -6, CAL PDZ FP-1 -2, CAL PDZ FP-2 -2.5, RTF Ca sens act 6, DAGLB inhibitor 1 and Cardiac RTF inh -7.

Screens from PubChem BioAssay.
